Scp-1 inhibitor: inhibitors of human Scp-1 phosphatase. Recombinant Scp1, phosphopeptide, malachite green phosphate absorbance. Q9GZU7. inhibition, % at 20 µM. hit rate 0.88% among 340,000;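 active means inhibition above about 50% at 20 µM, limit read from the data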;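 further: plate controls were DMSO wells with enzyme for no effect and wells lacking enzyme for full effect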
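System: truncated SCP-1 phosphatase (76-261aa); medium: Tris acetate buffer pH 5.5 with MgCl2 and Tween-20; incubation: 45 min room-temperature reaction, 5 min colour, 30 min stabiliser; compound: single 20 µM dose, 1% DMSO; reagent: Phosphorylated 17-residue peptide substrate; read-out: % inhibition at 20 µM; technique: colorimetric free-phosphate detection, absorbance 630 nm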
Tb MetRS inh: blocks T. brucei methionyl-tRNA synthetase activity | purified T. brucei MetRS, ATP depletion, Kinase-Glo luminescence | inhibition, % at 11.9 µM | hit rate 0.4% among 360,000 | AID 624268;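 active means inhibition above a per-plate cutoff of the control wells' mean inhibition plus 3 SD, cut at about 5.5% in these data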;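 further: 0% = DMSO wells median and 100% = median of wells with control inhibitor compound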
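Dosing: 11.9 µM single point; system: parasite MetRS enzyme; technique: luminescence of leftover ATP; times: 15 min enzyme-compound preincubation, 2 h reaction, 10 min detection, 25 °C; replicates: each compound tested once; read-out basis: percent inhibition relative to median high and low control wells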
SUMO1 PPI mod: SUMO1-SIM interaction modulation; hit rate 0.33% among 360,000; SUMO1 binding to a labelled peptide, TR-FRET, 1 h; inhibition, % at 20 µM; in the data active means inhibition above about 37%
Target sequence (P63165 whole entry, looked up): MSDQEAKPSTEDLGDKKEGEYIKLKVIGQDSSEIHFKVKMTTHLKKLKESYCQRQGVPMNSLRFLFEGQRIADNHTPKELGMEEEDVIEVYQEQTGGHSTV
MsrA act: activators of bovine methionine sulfoxide reductase A. hit rate 0.3% among 360,000. activation, % at 10.6 µM. purified bovine MsrA, absorbance read-out; in the data active means activation above about 7.5%;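 further: 0% = vehicle and 100% = reference activator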
DNMT1 inh: DNMT1 (human) enzyme inhibition; P26358; DNMT1 molecular beacon, Hinp1I cleavage, fluorescence; inhibition (reported as % activation of signal), % at 10 µM; hit rate 0.83% among 360,000; AID 588458; in the data active means inhibition above about 50%
STEP inh: inhibitors of human striatal-enriched phosphatase STEP | P54829 | recombinant STEP, OMFP fluorogenic substrate, fluorescence | inhibition, % at 20 µM | hit rate 0.25% among 360,000 | AID 588621;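 active means inhibition at 20 µM, scaled per plate between control wells, above about 37%, limit read from the data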;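 further: 0% = DMSO with enzyme and substrate and 100% = substrate only without enzyme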
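medium = Bis-Tris buffer pH 6.0, 2.5 mM DTT, 0.005% Tween 20 | test system = STEP (striatal-enriched tyrosine phosphatase) enzyme, cell-free | measure = normalized % inhibition | compound dosing = 20 µM, 1% DMSO | also added = 25 µM OMFP | schedule = reaction 20 min, ambient temperature | measured by = fluorescence read at 480 nm ex / 540 nm em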
MsrA inhibitor: bovine MsrA inhibition; purified bovine MsrA, absorbance read-out; inhibition, % at 15.5 µM; hit rate 0.75% among 360,000; in the data active means inhibition above about 4.5%;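 further: 0% = vehicle wells with enzyme and 100% = reference inhibitor wells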
E coli Lon inh: E. coli protease La inhibition; purified E. coli Lon protease, fluorescence polarization; hit rate 0.42% among 360,000; P0A9M0; AID 602123; inhibition, % at 7.94 µM; in the data active means inhibition above about 13%, passing the limit was not always enough;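 further: 0% = enzyme with probe and DMSO and 100% = no enzyme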
Target sequence (P0A9M0 whole entry, looked up): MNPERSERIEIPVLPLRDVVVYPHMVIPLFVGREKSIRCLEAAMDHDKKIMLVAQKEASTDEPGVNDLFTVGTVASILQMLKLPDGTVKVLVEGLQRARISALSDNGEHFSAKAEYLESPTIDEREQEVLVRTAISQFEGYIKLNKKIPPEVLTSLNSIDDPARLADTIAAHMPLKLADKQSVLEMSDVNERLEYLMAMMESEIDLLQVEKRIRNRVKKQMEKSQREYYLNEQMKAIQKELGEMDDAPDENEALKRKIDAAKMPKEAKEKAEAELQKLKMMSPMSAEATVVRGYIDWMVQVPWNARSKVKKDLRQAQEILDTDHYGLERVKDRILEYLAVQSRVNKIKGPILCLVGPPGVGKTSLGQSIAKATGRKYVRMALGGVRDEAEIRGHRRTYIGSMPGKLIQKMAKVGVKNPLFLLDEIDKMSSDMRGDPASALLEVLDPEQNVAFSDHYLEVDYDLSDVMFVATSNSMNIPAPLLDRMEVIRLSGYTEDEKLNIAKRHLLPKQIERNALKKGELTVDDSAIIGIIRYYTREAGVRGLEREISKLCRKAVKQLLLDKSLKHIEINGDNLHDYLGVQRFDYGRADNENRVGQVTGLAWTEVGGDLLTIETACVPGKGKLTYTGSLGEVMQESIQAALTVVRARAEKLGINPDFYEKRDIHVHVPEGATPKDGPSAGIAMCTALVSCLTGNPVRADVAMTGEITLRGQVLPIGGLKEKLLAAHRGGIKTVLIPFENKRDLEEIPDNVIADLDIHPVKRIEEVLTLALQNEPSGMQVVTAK
LMPTP block: LMPTP (human) inhibition; P24666; recombinant LMPTP-A, OMFP fluorogenic substrate, fluorescence intensity; inhibition, % at 20 µM; hit rate 0.22% among 360,000;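 active means compounds that cut the enzyme signal by at least half of the control window in the single-dose screen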;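 further: plate controls were DMSO wells with enzyme plus substrate for no effect and substrate without enzyme for full effect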
Target sequence (P24666 whole entry, looked up): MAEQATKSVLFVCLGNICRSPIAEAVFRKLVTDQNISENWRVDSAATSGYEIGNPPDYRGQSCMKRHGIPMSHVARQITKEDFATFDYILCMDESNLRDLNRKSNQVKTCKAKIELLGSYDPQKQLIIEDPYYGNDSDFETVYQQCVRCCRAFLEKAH
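Assay system: LMPTP-A phosphatase enzyme | Input: 0.625 nM enzyme | Also added: Fluorogenic phosphatase substrate OMFP at 400 µM final | Compound dosing: One test concentration per compound, 20 µM, with 3% DMSO overall | Schedule: 50 min enzyme reaction at room temperature, protected from light | Signal: Fluorescence intensity | Benchmarks: no-enzyme and uninhibited controls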
CendR NRP1 mod: alters CendR peptide binding to human NRP-1; O14786; FAM-RPARPAR peptide binding to NRP-1, fluorescence polarization; inhibition, % at 25 µM; hit rate 0.85% among 360,000; AID 602438;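 active means inhibition or corrected inhibition above about 18%, plus a signal ratio from 0.5 to 1.5, limit read from the data, passing the limit was not always enough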; further: strong numbers were not always called active
* = called active by the depositor; x = not tested or not shown. An unsorted share of the library. About 4.3% of those tested had a hit in this group.

compound | Scp-1 inhibitor | Tb MetRS inh | SUMO1 PPI mod | MsrA act | DNMT1 inh | STEP inh | MsrA inhibitor | E coli Lon inh | LMPTP block | CendR NRP1 mod
CC(C)(C)NC(=O)C(c1cccc2ccccc12)n1c(=O)c(-c2cc3ccccc3[nH]2)nc2ccccc21 (centres undefined) | x | -0.3 | 1 | x | x | x | 1.9 | x | 4.5 | 2
N=c1ccn(Cc2ccc(Cl)cc2)cc1 | 4 | -2.2 | 3 | -12 | 6 | -9 | 0.4 | -3 | 0.2 | -4
Cn1c(CC(=O)Nc2ccccc2F)nnc1SCC(=O)Nc1ccccc1Br | -5 | 0.2 | 5 | -2 | 1 | 0 | 0.5 | 0 | 0.5 | 3
CC(OC(=O)c1ccc(NS(=O)(=O)c2cccs2)cc1)C(=O)N(C)C1CCCCC1 (centres undefined) | -9 | 0.8 | 2 | -4 | -2 | 0 | -0.2 | -1 | -0.3 | 2
CCCCNC(=O)c1cn(CC)c2cc(N3CCN(C)CC3)c(F)cc2c1=O | -11 | 0.2 | 1 | -3 | -1 | 0 | 0.6 | 0 | -2.0 | 15
O=C(Nc1ccc(Br)cc1)Nc1cnccn1 | -5 | -0.1 | 4 | -3 | -1 | -1 | -0.3 | 5 | -0.5 | 10
CCOC(=O)C1=C(COC(=O)CNC(=O)c2ccc(C)cc2)NC(=O)NC1C (centres undefined) | 1 | -0.1 | -4 | -2 | 1 | 1 | -1.1 | -3 | -0.5 | -5
Nc1cc(=O)[nH]c(SCC(=O)Nc2ccccc2-c2ccccc2)n1 | -5 | -0.3 | 1 | -2 | -2 | -1 | -1.5 | 1 | -0.9 | -4
Brc1ccc(-c2nnc3sc(CNC4CCCC4)cn23)cc1 | -7 | 0.0 | 2 | -6 | 0 | -2 | 0.1 | 0 | -1.2 | 9
Cc1cc(C(=O)Nc2ccc(Br)cn2)sc1C | -10 | -0.4 | 2 | -5 | -4 | 6 | -0.6 | -7 | 1.1 | 2
O=C(c1ccco1)N1CCn2cccc2C1c1ccccc1 (centres undefined) | 3 | 0.2 | -2 | 0 | -3 | 0 | -0.8 | -4 | -1.0 | -18
CCC1(CC)CNC(=O)NC1=O | -10 | -0.1 | -3 | -2 | 0 | -3 | 0.1 | -6 | -4.9 | 6
OCC[C@H]1C[C@H](O)[C@@H](O)[C@@]2(Cc3ccccc3CO2)O1 | 0 | -0.4 | -2 | -6 | -4 | 0 | 0.8 | 17 | -1.5 | 6
CC1(C)CC(=O)C(C(c2cccnc2)C2C(=O)CC(C)(C)CC2=O)C(=O)C1 | 6 | -0.7 | 2 | 0 | 0 | 1 | -0.3 | -6 | -1.8 | 1
CC(C)On1c(SC(C)C)nc2ccccc2c1=O | -6 | -0.2 | 1 | -3 | -1 | 0 | 0.4 | 1 | 0.9 | -5
COc1ccc(CNC(=O)C[C@H]2C(=O)N(Cc3ccc(OC)cc3)C[C@@H]2Cc2ccccc2)cc1 | -5 | -0.3 | 2 | -2 | 1 | 4 | 0.0 | -6 | -0.9 | 7
Cn1sc(NC(=O)c2ccc(Cl)cc2)nc1=O | -2 | -0.6 | 6 | -3 | 0 | 0 | -0.5 | 8 | -0.5 | 3
CCC(C)NS(=O)(=O)c1ccc(F)c(C(=O)Nc2c(F)cc(F)cc2Br)c1 (centres undefined) | -9 | 0.6 | 5 | -2 | -1 | 0 | 0.6 | 4 | 0.5 | 17
CCc1ccc2[nH]c3nc(SCc4nnc(-c5ccccc5)o4)nnc3c2c1 | -12 | -0.3 | -1 | 0 | 30 | 1 | 0.6 | 4 | -1.0 | 2
CCCN(CCC)C(=O)/C=C/c1cccc([N+](=O)[O-])c1 | -7 | -0.1 | -22 | 1 | -2 | 1 | -0.7 | 3 | -1.1 | 5
CCOc1cccc(-c2nnc3sc(-c4cccs4)nn23)c1 | -7 | -0.6 | 2 | -11 | 9 | 2 | -0.5 | -6 | -0.9 | 0
CCC(C)[C@H](N)C(=O)NC[C@H]1CC[C@H](C(=O)N[C@@H](Cc2ccccc2)C(=O)O)CC1 (some centres undefined) | 4 | -0.8 | -4 | -8 | 2 | -4 | 0.5 | 7 | -2.7 | 16
Cc1ccc(SCCNC(=O)c2ccc(C)c([N+](=O)[O-])c2)cc1 | -7 | 0.5 | -8 | 0 | -2 | 17 | 1.1 | 5 | 2.9 | -2
COc1cc(SC)ccc1C(=O)N1CCCCCC1 | 5 | 0.2 | 0 | -1 | 2 | -6 | 0.2 | 1 | -1.5 | 3
COc1ccc(-c2csc(NC(=O)c3ccoc3C)n2)cc1 | -4 | -0.1 | 1 | -6 | -1 | -2 | -0.7 | 3 | 1.7 | 4
Cc1ccc(-n2c(C)nnc2SCC(=O)N2CCc3ccccc3C2)cc1C | 2 | -0.8 | 0 | 1 | -6 | -1 | 0.0 | -12 | -0.5 | -6
c1ccc(N=C2SCCCS2)cc1 | x | -0.1 | 1 | -2 | -4 | 1 | -0.5 | -10 | 0.0 | -9
NC(Cc1ccc(Cl)cc1)c1csc(NC(=O)Nc2ccccc2)n1 (centres undefined) | x | 61* | -35 | -2 | -25 | 2 | -0.2 | -9 | 0.2 | -5
COc1ccc(/C(O)=C2/C(=O)C(=O)N(CCCN(C)C)C2c2ccc(Cl)cc2)cc1OC (centres undefined) | -2 | -0.3 | -7 | 2 | -5 | -6 | 0.9 | -5 | -3.9 | 1
NC(=S)N=Nc1c(O)n(CC(=O)Nc2ccccc2)c2ccccc12 | 0 | 1.1 | -3 | -2 | 5 | 0 | 0.8 | 0 | 0.9 | 9
O=C(NC(=S)Nc1cccc2cccnc12)c1ccccc1 | 7 | 0.4 | 0 | 0 | -6 | 1 | 0.6 | 0 | 1.2 | 5
CCOC(=O)CN1C(=O)S/C(=C/c2cc(C)n(-c3ccccn3)c2C)C1=O | -10 | 0.0 | -22 | -3 | -1 | 2 | 3.0 | -8 | 1.9 | 3
Cc1nnc(C)n1/N=C/c1cccc(Oc2ccccc2)c1 | -3 | -1.0 | -3 | -8 | 3 | 4 | -0.2 | -2 | -1.1 | 2
COc1ccc(C(=O)Nc2nc3ccccc3c(=O)[nH]2)cc1 | 5 | -1.0 | 4 | -11 | 4 | -10 | 0.7 | -2 | -1.2 | 0
CN(C(=O)CO/N=C/c1ccc(OC(F)F)cc1)C1CCS(=O)(=O)C1 (centres undefined) | -3 | 0.6 | -1 | -5 | 2 | 0 | -0.6 | -7 | -1.2 | -5
CN(C)C1CN(Cc2cn(Cc3ccc(Cl)cc3)nn2)S(=O)(=O)C1 (centres undefined) | x | -1.2 | 3 | -5 | x | x | 0.3 | -5 | -0.7 | 13
O=C(NCc1ccco1)c1nc2ncccn2n1 | -6 | -0.8 | 0 | 3 | 2 | 4 | 0.8 | 8 | -2.8 | 2
COc1ccc(/C=C/C(=O)NCc2nc3ccccc3[nH]2)cc1OC | -9 | 1.0 | -12 | -3 | -4 | -1 | 0.9 | -1 | -0.4 | -9
Cc1ccccc1NS(=O)(=O)c1cc(C(=O)N2CCCC2)ccc1C | 0 | -0.6 | 1 | 2 | 0 | -4 | 0.0 | -3 | -0.7 | 10
CCOC(=O)[C@]12CCC=C1N(CCC1=CCCCC1)C(=O)[C@H](CC(=O)N1CCN(C(=O)c3ccco3)CC1)C2 | x | -1.4 | 4 | -4 | x | x | 0.8 | 0 | -2.0 | 14

Entries of single compounds as entered above. Values in the order: Scp-1 inhibitor | Tb MetRS inh | SUMO1 PPI mod | MsrA act | DNMT1 inh | STEP inh | MsrA inhibitor | E coli Lon inh | LMPTP block | CendR NRP1 mod
`NC(Cc1ccc(Cl)cc1)c1csc(NC(=O)Nc2ccccc2)n1` (centres undefined) across the screens: x | 61* | -35 | -2 | -25 | 2 | -0.2 | -9 | 0.2 | -5
`COc1ccc(C(=O)Nc2nc3ccccc3c(=O)[nH]2)cc1` across the screens: 5 | -1.0 | 4 | -11 | 4 | -10 | 0.7 | -2 | -1.2 | 0

(listing goes on)
compound | Scp-1 inhibitor | Tb MetRS inh | SUMO1 PPI mod | MsrA act | DNMT1 inh | STEP inh | MsrA inhibitor | E coli Lon inh | LMPTP block | CendR NRP1 mod
O=C(NCc1ccco1)c1ccc(Oc2ccccc2)cc1 | -20 | -0.8 | 6 | -3 | -6 | 2 | 0.2 | -1 | -0.4 | -7
COc1ccc(C(=O)CN2C(=O)NC3(CCCc4ccccc43)C2=O)cc1OC (centres undefined) | -11 | -1.1 | -6 | 2 | 2 | 0 | -0.3 | -1 | 0.5 | -2
Cc1ccc(NC(=O)COc2ccc(S(=O)(=O)N3CCOCC3)cc2)cc1 | 5 | 3.3 | 0 | 0 | 0 | -3 | 0.4 | 9 | -0.3 | 1
Cc1ccc(N2CCN(C(=O)c3cccs3)CC2)c(C)c1 | -7 | -0.5 | 5 | -1 | -3 | 4 | 0.8 | -2 | 0.2 | -3
CCOC(=O)C1=CC[C@@H](c2cc3cc(OC)ccc3n2C)N(S(=O)(=O)c2ccc(C)cc2)[C@H]1C(=O)OCC | -11 | -0.3 | -5 | -2 | 3 | 3 | -0.1 | 10 | 0.6 | -1
Cc1ccc(CCC(=O)Nc2ccc([N+](=O)[O-])cc2Cl)o1 | -10 | 0.6 | -18 | 2 | -2 | 0 | -0.5 | 10 | 1.2 | 14
Cc1cc(C)nc(CCNC(=O)c2cc(COc3ccc(F)cc3F)on2)n1 | -3 | 0.4 | 5 | -1 | 0 | 5 | -0.9 | 0 | -0.6 | 0
CCOC(=O)CCC(=O)OCC(=O)NC(C)C1CC2CCC1C2 (centres undefined) | 6 | 0.2 | -3 | 3 | 5 | -6 | -0.2 | 7 | 0.3 | 10
CCc1cccc(C)c1NC(=S)N1CCCC1C(=O)O (centres undefined) | -7 | -0.3 | 0 | -4 | 4 | -2 | -1.2 | 9 | -1.1 | -2
O=C(CCN1CCN(Cc2ccccc2)CC1)Nc1ccc(OCc2ccccc2)cc1 | -4 | -1.0 | 0 | -9 | -4 | 5 | -0.4 | -4 | -1.5 | -9
CC1CCN(C(=O)CSc2ccc(-c3cccnc3)nn2)CC1 | 0 | -0.4 | 5 | -5 | 0 | 0 | 0.4 | -8 | 0.6 | -2
O=C(Nc1nccs1)c1ccccc1Br | -4 | 0.7 | 4 | -3 | -3 | 1 | 0.4 | -6 | -0.5 | 6
Cc1ccc(C)c(OCCCNCc2ccccc2)c1 | 4 | 0.0 | 2 | 0 | 0 | -1 | 0.8 | 0 | -1.1 | -5
COCCNC(=O)c1c[nH]c2ccc(S(=O)(=O)Nc3ccc(F)cc3F)cc2c1=O | 28 | -0.6 | 9 | -6 | 13 | 15 | -0.1 | 6 | -0.1 | 9
CC1CCC2(CC1)NC(=O)N(CC(=O)Nc1cccc(S(=O)(=O)N3CCCCC3)c1)C2=O (centres undefined) | -2 | -0.1 | -1 | 1 | -5 | 3 | -1.8 | -2 | 0.5 | 11
